# SENP6 inh: SENP6 protease inhibitors, primary screen, biochemical, luminescence, uHTS; Sentrin-specific protease 6 (Homo sapiens), Q9GZR1; Recombinant SENP6 catalytic domain, aminoluciferin luminescence; inhibition, % at 10 µM; 330,000 tested, 1.8% active;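 active = inhibition above about 50% at the single tested dose, limit read from the data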;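 also: plate controls were DMSO wells with enzyme for no effect and DMSO wells lacking enzyme for full effect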
# Target sequence (Q9GZR1 628-1112 limits assumed): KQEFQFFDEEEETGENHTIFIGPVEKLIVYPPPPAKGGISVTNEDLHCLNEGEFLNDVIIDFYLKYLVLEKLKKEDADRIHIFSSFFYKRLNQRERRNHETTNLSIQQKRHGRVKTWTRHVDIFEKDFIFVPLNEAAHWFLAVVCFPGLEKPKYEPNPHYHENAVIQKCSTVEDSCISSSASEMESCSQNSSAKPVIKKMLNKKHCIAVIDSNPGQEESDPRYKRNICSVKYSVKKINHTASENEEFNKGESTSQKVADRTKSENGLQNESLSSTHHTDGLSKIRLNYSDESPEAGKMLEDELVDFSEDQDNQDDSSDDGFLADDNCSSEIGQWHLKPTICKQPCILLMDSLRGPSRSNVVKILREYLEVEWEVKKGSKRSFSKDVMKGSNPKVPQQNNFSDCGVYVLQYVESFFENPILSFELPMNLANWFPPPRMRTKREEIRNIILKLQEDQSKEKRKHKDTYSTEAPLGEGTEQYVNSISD
# SENP8 block-1: human SENP8 protease inhibitors, primary screen, biochemical, fluorescence, Nedd8 protein substrate, uHTS; Sentrin-specific protease 8 (Homo sapiens), Q96LD8; 360,000 tested, 0.64% active; inhibition, % at 20 µM; recombinant SENP8; AID 602440, 2012; in the data active = inhibition mostly above about 40%, no sharp cut-off; inactive = mostly below about 27%
# Target sequence (Q96LD8 whole entry, looked up): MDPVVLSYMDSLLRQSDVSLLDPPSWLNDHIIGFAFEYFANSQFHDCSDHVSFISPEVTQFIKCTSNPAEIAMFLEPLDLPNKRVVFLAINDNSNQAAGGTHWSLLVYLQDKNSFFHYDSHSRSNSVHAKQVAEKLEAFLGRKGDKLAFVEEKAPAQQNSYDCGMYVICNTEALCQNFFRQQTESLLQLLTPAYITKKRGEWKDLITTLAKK
# SENP1 inh: human SENP1 catalytic domain inhibitors, primary screen, biochemical, FRET, uHTS | inhibition, % at 10 µM | recombinant SENP1 catalytic domain, CyPet-SUMO1-YPet FRET cleavage | 360,000 tested, 0.21% active | Sentrin-specific protease 1 (Homo sapiens), Q9P0U3;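 active = inhibition at least 30% at 10 µM, raw YFP signal under a set limit, fluorescence ratio 0.5 to 1.5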;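 also: 0% = enzyme with DMSO and 100% = no enzyme wells; some results filed as inactive read as strong as hits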
# Target sequence (Q9P0U3 419-644 limits assumed): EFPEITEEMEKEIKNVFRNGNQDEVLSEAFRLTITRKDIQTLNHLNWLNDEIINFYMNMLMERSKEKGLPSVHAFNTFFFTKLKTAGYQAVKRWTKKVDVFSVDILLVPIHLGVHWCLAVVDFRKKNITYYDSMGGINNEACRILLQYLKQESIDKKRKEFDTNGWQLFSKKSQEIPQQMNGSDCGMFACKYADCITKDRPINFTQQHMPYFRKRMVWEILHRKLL
#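 Test system: human SENP1 catalytic domain; medium: Tris pH 8 buffer plus EDTA, NaCl, BME, BSA, NP40, catalase; incubation: 50 min reaction at room temperature; technique: FRET, CFP and YFP emission; controls: no-enzyme low control and enzyme-plus-DMSO high control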
# Apaf-1 inh: inhibitors of human Apaf-1 apoptosome, primary screen, biochemical, DEVD-Rh110 fluorescence, uHTS; inhibition, % at 20 µM; reconstituted apoptosome caspase-3 activity; Apoptotic protease-activating factor 1 (Homo sapiens), O14727; 330,000 tested, 0.71% active; active = inhibition of at least 40% at 20 µM;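 also: plate controls were DMSO wells for no effect and DEVD-CHO caspase inhibitor wells for full effect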
#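 Material: biochemical Apaf-1 apoptosome reconstitution. Medium: Hepes buffer, pH 7.5. Also added: cytochrome c activation, bis-DEVD rhodamine 110 substrate. Timing: 30 min compound preincubation, 50 min activation, room temperature. Measured by: rhodamine 110 fluorescence at Ex 480/Em 540 nm.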
# A3G deaminase: APOBEC3G DNA deaminase inhibitors, primary screen, biochemical, fluorescence, single-stranded DNA substrate, uHTS; DNA dC->dU-editing enzyme APOBEC-3G (Homo sapiens), Q9HC16; recombinant A3G, ssDNA deamination FAM/TAMRA fluorescence; inhibition, % at 20 µM; 330,000 tested, 0.28% active;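 active = inhibition of at least 40% at 20 µM, with no more than 30% in the related APOBEC3A deaminase screen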;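 also: plate controls were DMSO wells with A3G for no effect and wells lacking A3G enzyme for full effect; some compounds called inactive have numbers as strong as hits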
# SENP7 inh: SENP7 protease inhibitors, primary screen, biochemical, luminescence, uHTS. recombinant SENP7, Z-RLRGG-aminoluciferin luminescence, 40 min. 330,000 tested, 1.5% active. inhibition, % at 5 µM;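 active = inhibition above about 50% at the single test dose, limit read from the data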;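 also: plate controls were DMSO with enzyme for no effect and no enzyme buffer wells for full effect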
# SENP8 block-2: SENP8 protease inhibitors, primary screen, biochemical, luminescence; Sentrin-specific protease 8 (Homo sapiens), Q96LD8; purified SENP8, Z-RLRGG-aminoluciferin cleavage; inhibition, % at 10 µM; 330,000 tested, 1.2% active; AID 2540, 2010; in the data active = inhibition above about 50%
# UBC13 inh: UBC13 polyubiquitin chain formation inhibitors, primary screen, biochemical, TR-FRET, uHTS; inhibition, % at 20 µM; 330,000 tested, 0.47% active; Ubiquitin-conjugating enzyme E2 N (Homo sapiens), P61088; AID 485273, 2010; in the data active = inhibition above about 45%, passing the limit was not always enough
# Target sequence (P61088 whole entry, looked up): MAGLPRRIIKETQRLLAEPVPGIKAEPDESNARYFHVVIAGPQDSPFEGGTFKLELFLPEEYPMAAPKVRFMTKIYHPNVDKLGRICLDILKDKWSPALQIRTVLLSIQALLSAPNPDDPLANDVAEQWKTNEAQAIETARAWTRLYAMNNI
# An asterisk follows results filed as active; . = no result given.
canonical_smiles	SENP6 inh	SENP8 block-1	SENP1 inh	Apaf-1 inh	A3G deaminase	SENP7 inh	SENP8 block-2	UBC13 inh
COCCNC(=O)CCc1c(C)nc2c(c(C)nn2-c2ccc(C)c(C)c2)c1C	5.5	-288.5	-0.4	8.4	-4.4	-5.6	33.3	18.4
COc1ccc(CNC(=O)CCn2c(=O)oc3ccccc32)c(OC)c1	-0.1	3.4	1.6	-5.3	-3.9	6.4	-1.7	11.3
O=C(Nc1ccc(F)cc1F)C1CCCN1S(=O)(=O)c1ccc(-c2ccc(=O)[nH]n2)s1 (stereo not drawn)	-3.9	-1.7	1.9	19.1	0.1	-10.8	0.0	-18.2
CCSc1ncc(Cl)c(C(=O)Nc2ccc(S(=O)(=O)Nc3onc(C)c3C)cc2)n1	-13.1	28.6	2.8	3.7	-1.2	-0.3	3.8	-18.1
COC(=O)[C@@]12CCCCN1[C@H](c1ccc(-c3ccc4c(c3)OCO4)cc1)[C@H]1C(=O)N(C)C(=O)[C@H]12	-2.7	8.0	-0.2	22.0	-4.6	2.8	1.9	0.7
Clc1ccccc1-c1ncc(-c2ccccc2)o1	90.6*	-415.7	1.6	14.7	-6.0	92.4*	87.5*	7.6
Cc1cc(C)nc(NC(=O)C(C)C)n1	1.3	19.2	3.0	-7.2	-3.7	-0.8	-7.5	0.2
CC(C)CCNC(=O)CN(Cc1ccc(F)cc1)C(=O)CCC(=O)Nc1ccccn1	16.6	18.9	2.3	12.2	-2.1	7.3	-4.5	1.9
O=C(Cc1cc(=O)[nH]c(=O)[nH]1)NCCN1CCOCC1	-26.5	-2.2	-10.9	10.0	-0.1	-21.2	-22.6	-4.7
Cc1nnc(NC(=O)CC(C)c2ccccc2)s1 (stereo not drawn)	14.6	12.8	3.4	-6.5	-5.1	-9.6	-7.9	8.1
COC(=O)c1ccc(CNC(=O)Cn2nnnc2CN(C)C(C)C)cc1	-13.0	4.9	-5.7	-2.1	-2.5	12.8	-7.0	-2.7
CCCOc1ccc(CSc2nnc(CCC)n2N)cc1	-11.9	2.1	0.8	-12.4	-2.8	-0.8	-2.2	5.3
COc1ccc(Br)cc1/C=C/C(=O)NC(=S)Nc1ccc(Cl)c(C(=O)O)c1	-10.3	1.1	2.4	27.0	-7.9	-4.4	4.5	-24.2
C=CCNc1nc(Cl)nc(Nc2ccccc2)n1	21.4	16.6	-1.7	-4.1	1.7	6.7	2.8	-0.4
O=C(NC(=S)Nc1cccc(C(F)(F)F)c1)c1csnn1	-10.8	9.8	0.3	29.0	2.5	4.0	-0.5	-2.7

# With a hit mark in SENP6 inh, among the entries above:
Structure | SENP6 inh | SENP1 inh | A3G deaminase | SENP7 inh | UBC13 inh
Clc1ccccc1-c1ncc(-c2ccccc2)o1 | 90.6* | 1.6 | -6.0 | 92.4* | 7.6

# Next section
canonical_smiles	SENP6 inh	SENP8 block-1	SENP1 inh	Apaf-1 inh	A3G deaminase	SENP7 inh	SENP8 block-2	UBC13 inh
N#C/C(=C\C=C\c1ccccc1)C(=O)Nc1ccccc1	-3.5	17.9	2.4	14.7	-6.5	7.2	3.2	-7.9
CC(C)c1cccc(C(C)C)c1NC(=O)CN1C(=O)NC2(CCCCCCC2)C1=O	-13.6	4.3	1.3	-11.7	-4.3	-4.6	11.5	-7.3
COc1ccc(C2SCCN2C(=S)Nc2cccc(C(F)(F)F)c2)cc1 (stereo not drawn)	4.1	16.8	2.7	-3.4	-8.9	0.6	0.7	9.9
Cc1ccccc1N(CC(=O)N/N=C/c1cc(Br)c(C)o1)S(C)(=O)=O	0.2	1.6	-0.7	4.7	-6.0	-0.5	4.6	-4.7
Cc1cc(C)n(-c2ccccc2[N+](=O)[O-])n1	14.1	7.3	0.6	10.5	0.2	8.7	4.0	1.2
CN(C)C(=O)CCC(=O)N1CCCCC1C(=O)Nc1ccc(Oc2ccccc2F)cc1 (stereo not drawn)	-9.1	-8.8	-1.5	6.0	-2.5	-4.6	8.4	3.3
CCOc1ccc(C(=O)NCCC(=O)NCCCC(=O)O)cc1	-15.9	21.9	4.0	-11.8	7.2	-8.4	-12.3	-5.6
CCC(=O)NC(=S)Nc1ccccc1C(=O)OC	6.4	13.5	2.0	-2.8	-5.8	-3.6	-0.6	7.1
Cc1ccc(NC(=O)Nc2cc(S(C)(=O)=O)ccc2Cl)cc1	-14.2	0.7	2.1	1.9	1.0	2.4	-11.8	-13.2
CCC(C)NC(=O)c1cc(-c2ccc(OC)cc2)on1 (stereo not drawn)	25.6	9.8	2.5	0.2	-6.3	17.8	-13.3	0.7
NC(=O)c1c(NC(=O)c2cccnc2)sc2c1CCCC2	-4.5	-36.3	0.6	15.5	-7.2	-8.4	-15.8	2.1
O=C(CCS(=O)(=O)c1ccc(Br)cc1)NCCc1ccccc1	2.9	19.0	0.5	-10.7	30.1	-0.4	15.4	8.2
O=C1/C(=C/c2ccccn2)SC(=S)N1CCc1ccccc1	-0.1	-8.4	0.4	-18.8	-7.4	-9.0	6.0	-6.0
O=C(O)c1cc(/C=C/C(=O)c2cc(F)ccc2O)c2c(c1)COCO2	-21.9	-11.1	-4.9	8.4	9.1	-1.2	-4.5	4.4
COc1ccc(C(=O)N=C2SC3CS(=O)(=O)CC3N2Cc2ccc(OC)c(OC)c2)cc1 (stereo not drawn)	-6.6	12.2	2.4	17.8	-0.3	0.1	11.8	9.2
Cc1cc(OCc2nnc(SC(C)C(=O)O)n2Cc2ccccc2)ccc1Cl (stereo not drawn)	11.4	15.3	1.7	10.8	-3.6	0.1	7.5	-9.3
Cc1cc(C)c(C#N)c(Nc2ccccc2)n1	4.3	-221.1	-0.6	-20.5	-5.6	7.3	0.5	12.8
CSc1ccc(C2NN=C(c3ccccc3)S2)cc1 (stereo not drawn)	91.7*	-425.8	2.9	-0.6	-4.6	98.9*	92.5*	38.9
Clc1ccc(-c2noc(CSc3nnc(Cc4cccs4)n3-c3ccccc3)n2)cc1	-5.2	-2.4	2.0	25.9	-10.1	-2.8	6.6	11.2
Cn1c(SCC(=O)Nc2ccc(N3CCOCC3)c(Cl)c2)nnc1-c1ccccc1	3.4	.	.	-0.2	-7.7	-17.8	-5.9	-13.5
COc1ccccc1-c1noc(Cn2cc(S(=O)(=O)N3CCCC3)ccc2=O)n1	-12.9	-10.1	-7.3	11.9	0.1	-1.1	-6.8	-7.5
CC(NC(=O)c1ccc(Br)o1)c1ccccc1 (stereo not drawn)	-17.4	20.7	-1.6	-22.2	-7.2	5.3	0.7	-0.6
CCOc1ccccc1OCC(=O)OC(C)C(=O)Nc1ncc(Cl)cc1Cl (stereo not drawn)	-9.2	0.0	6.5	-7.1	-6.1	1.8	-3.9	5.6
Oc1ccc(-c2csc(Nc3ncccn3)n2)cc1	36.7	9.6	1.8	-16.3	-8.8	71.8*	55.8*	11.6
[O-][n+]1c(/C=C/c2ccccc2)ccc2ccccc21	77.2*	-36.0	-0.5	18.3	-5.7	68.0*	11.4	7.6
CCOC(=O)C1CCCN(C(=O)Cc2c(C(=O)O)[nH]c3ccccc23)C1 (stereo not drawn)	-3.0	10.0	2.9	1.6	-2.4	2.7	1.6	1.9
CCOc1cc(/C=N\NC(=O)Cn2nc([N+](=O)[O-])cc2C)ccc1OCc1cccc2ccccc12	-8.8	16.6	1.2	18.9	-6.6	1.8	0.6	-14.3
O=C(c1cc(-c2ccc(Cl)cc2)nc2ccccc12)N1CCC1	-38.5	2.6	2.4	31.3	-7.7	6.1	-9.4	3.9
CCNc1nc(NCC)n2c(SCC(=O)Nc3ccccc3[N+](=O)[O-])nnc2n1	4.8	19.3	1.1	-20.3	-5.9	-5.4	1.1	-0.5
CCCC(=O)Nc1cc(C)c(NC(=O)c2ccncc2)cn1	-8.0	4.2	0.2	1.8	-1.9	1.6	2.3	-4.0

# Single records (already shown).
# [O-][n+]1c(/C=C/c2ccccc2)ccc2ccccc21 in the list: SENP6 inh: 77.2*; SENP8 block-1: -36.0; SENP1 inh: -0.5; Apaf-1 inh: 18.3; A3G deaminase: -5.7; SENP7 inh: 68.0*; SENP8 block-2: 11.4; UBC13 inh: 7.6
# Cc1cc(OCc2nnc(SC(C)C(=O)O)n2Cc2ccccc2)ccc1Cl (stereo not drawn) in the list: SENP6 inh: 11.4; SENP8 block-1: 15.3; SENP1 inh: 1.7; Apaf-1 inh: 10.8; A3G deaminase: -3.6; SENP7 inh: 0.1; SENP8 block-2: 7.5; UBC13 inh: -9.3

# Next records
canonical_smiles	SENP6 inh	SENP8 block-1	SENP1 inh	Apaf-1 inh	A3G deaminase	SENP7 inh	SENP8 block-2	UBC13 inh
Cn1c(=O)n(C)c2cc([N+](=O)[O-])c(N3CCN(CCO)CC3)cc21	-4.9	10.2	-0.6	1.2	-3.9	2.4	-7.4	-29.7
COc1ccc(CNC(=O)c2csc(Cc3ccccc3)n2)cc1	-25.6	17.2	2.5	8.7	-4.3	0.8	-1.4	3.9
COc1cc2ccccc2cc1C(=O)N1CCCC1	-1.5	-30.8	0.3	-1.0	0.2	3.2	0.7	-0.2
O=C(NCCN1CCOCC1)c1ccc(Cl)c(S(=O)(=O)NCc2ccccc2)c1	6.8	2.6	-1.3	-11.3	-5.2	7.4	7.2	3.3
COc1cc(OC)c(OC)cc1CN(C)CC1CCCN(CCc2ccccc2F)C1 (stereo not drawn)	-17.4	-1.3	-1.0	3.0	-3.1	-0.2	-6.6	-0.5
O=C(NCC1CCCO1)c1ccc2c(c1)OCO2 (stereo not drawn)	-14.8	10.1	1.0	-5.0	-9.2	-7.6	-1.7	0.7
CSCCC(NC(=O)c1ccccc1Cl)C(=O)N(C)Cc1cccs1 (stereo not drawn)	0.7	0.4	-0.2	2.9	-3.7	-12.8	-0.1	-4.9
CCOc1ccc(Nc2ncnc3ccc([N+](=O)[O-])cc23)cc1	1.8	18.4	1.1	11.9	2.8	12.9	1.5	-24.1
CNC(=O)NC(=O)COC(=O)c1ccccc1OCc1ccccc1	4.0	-0.2	0.6	-3.0	-3.1	-8.1	-2.5	16.9
O=C1c2ccccc2NC(c2cn[nH]c2-c2ccccc2)N1O (stereo not drawn)	-1.3	-33.1	1.2	5.3	-1.6	1.4	-1.4	6.3
Cn1cnnc1Sc1nc([N+](=O)[O-])nn1C	-14.5	16.3	0.1	1.3	4.3	6.6	-2.3	-1.2
CCOc1ccccc1N1CCN(Cc2cccc(OC)c2O)CC1	-13.3	15.0	2.5	-5.9	-1.6	3.6	0.6	1.9
CCCc1nnc(NC(=O)CCC(=O)N2CCN(c3nc(C)cc(C)n3)CC2)s1	-26.7	-11.6	-5.5	0.4	-7.8	-7.8	-15.9	-2.7
COc1ccccc1/C=C1\SC(=S)N(CCC(=O)NCCCn2ccnc2)C1=O	0.6	15.4	-8.9	29.2	-1.2	0.7	-3.0	5.7
COc1ccc(NC2=C3CC(C)CC=C3N(c3ccc(OC)cc3)C2=O)cc1 (stereo not drawn)	6.9	5.2	1.7	-0.5	-1.5	10.1	3.1	4.3
CC(C)[C@@H](C(=O)N[C@@H](C(=O)O)c1ccccc1)N1C(=O)N2CCc3c([nH]c4ccccc34)[C@@]2(C)C1=O	-15.0	43.5*	1.8	-9.2	-9.1	-4.3	-10.0	-12.6
C=CCOc1ccn(C)c(=O)n1	-2.1	8.1	0.3	0.4	-5.0	1.0	2.6	-3.2
Cc1c(NC(=O)c2ccc(Br)s2)c(=O)n(-c2ccccc2)n1C	3.3	10.9	2.7	2.7	-6.2	-5.2	-6.8	-6.0

# Assay outcomes (PubChem)

# An unsorted share of the library; overall some 3.6% were active at least once.
